Source: PubChem BioAssay
Siah-1 displacement = blockers of Siah-1 interaction with plectin peptide – biochemical, fluorescence polarization, rhodamine-plectin, uHTS, primary screen (AID 1817) | one-dose displacement, % at 20 µM; IC50 in µM for titrated hits | Siah-1 / rhodamine-plectin peptide fluorescence polarization; higher % means a stronger effect | hit rate 0.02% among 290,000;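 active = displacement of at least 50% at 20 µM, with a fluorescence ratio check between 0.3 and a set limit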;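 also: plate controls were Siah plus tracer with DMSO for no effect and tracer alone without Siah for full effect; strong numbers were not always called active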
Yfh1-depleted yeast = mitochondrial function rescue without frataxin homolog – Friedreich's ataxia, plus single-dose screen, dose response (AID 1465). S. cerevisiae Yfh1-off respiration, WST-1 reduction, 72 h; higher fold induction means a stronger effect. hit rate 0.074% among 220,000. one-dose fold induction at 50 µM; EC50 in µM for titrated hits;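 active = fold induction of absorbance versus untreated yeast above a set limit, then at least 30% activation at any dose in follow-up; inconclusive = repeats straddling the limit, or above it without dose testing; inactive = fold induction below the set limit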;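 also: activators that raise dye reduction in frataxin-depleted yeast; strong numbers were not always called active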
PMI inhibition = human PMI inhibitors, high substrate, primary screen, biochemical, fluorescence intensity, high mannose 6-phosphate (AID 1220) | recombinant PMI enzyme, coupled fluorescence intensity; higher % means a stronger effect | inhibition, % at 20 µM; hits with a dose series show IC50 in µM | hit rate 0.66% among 190,000; in the data active = inhibition above about 50%
XIAP displacement = small molecules displacing peptide from XIAP – biochemical, IAP family, fluorescence polarization (AID 1018); XIAP BIR domain, fluorescence polarization peptide displacement; higher % means a stronger effect; displacement, % at 20 µM; hits with a dose series show IC50 in µM; hit rate 0.007% among 200,000; in the data active = displacement above about 50%; also: a part of the inactive calls stands beside numbers as strong as those of hits
CSM14.1 death rescue = rescue of cells from ER stress-induced death, primary screen, 384-well, CSM14.1, thapsigargin, ATP luminescence (AID 1222); CSM14.1 thapsigargin-induced death rescue, ATP luminescence; higher % means a stronger effect; cellular ATP content (survival), % at 20 µM; hits with a dose series show EC50 in µM; 190,000 tested, under 10 active;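 active = EC50 below 50 µM in the dose-response confirmation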;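 also: death triggered by thapsigargin at about 15 µM added after 2 h compound pretreatment; cell ATP read after overnight thapsigargin exposure of roughly 18 to 22 hours; normalized against plate controls of thapsigargin alone and 5% DMSO vehicle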
Salmonella PhoP GFP = inhibitors of PhoP regulon expression, primary screen, Salmonella Typhimurium, GFP reporter (AID 1863) | S. Typhimurium PhoP-regulated promoter GFP reporter, 4 h; higher % means a stronger effect | one-dose inhibition, % at 50 µM; IC50 in µM for titrated hits | hit rate 0.16% among 300,000;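 active = inhibition over 29.93%, a cutoff 3 SD above the screen mean, later confirmed by dose response; inconclusive = inhibition over 29.93% but no dose response follow-up; inactive = inhibition at most 29.93% or unconfirmed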;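 also: 0% = low Mg2+ inducing control and 100% = high Mg2+ repressing control; strong numbers were not always called active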
P. falciparum M17LAP = P. falciparum M17LAP inhibitors, primary screen, biochemical, fluorogenic H-Leu-NHMec substrate, 1536-well (AID 1619); recombinant M17LAP, H-Leu-NHMec fluorogenic kinetic assay; higher % means a stronger effect; inhibition, % at 30 µM, or IC50 in µM where a hit was titrated; hit rate 0.38% among 220,000;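 active = compound inhibiting the enzyme by more than half at any dose during confirmatory dose-response retesting; inconclusive = strong single-dose inhibitors picked by rank but not retested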;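 also: plate controls were full reaction with DMSO carrier for no effect and no enzyme background for full effect; strong numbers were not always called active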
West Nile antiviral = West Nile virus antiviral activity, cell-based, CPE readout (AID 1621) | one-dose CPE inhibition, % at 10 µM; IC50 in µM for titrated hits | hit rate 0.02% among 290,000 | West Nile virus-infected cells, CPE inhibition; higher % means a stronger effect; in the data active = a potency from the dose series; inconclusive = CPE inhibition mostly from about 3.7% at the one dose, without a potency; inactive = the rest, 99 in 100 with CPE inhibition below about 2.2%; also: strong numbers were not always called active
M1AAP inhibition = malaria alanyl aminopeptidase activity blockers – biochemical, fluorogenic H-Leu-NHMec substrate, 1536-well (AID 1445); inhibition, % at 30 µM; hits with a dose series show IC50 in µM; recombinant M1AAP, H-Leu-NHMec fluorogenic kinetic assay; higher % means a stronger effect; hit rate 0.42% among 220,000;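 active = primary inhibition above the hit cutoff, then over 50% inhibition at one or more dose response concentrations, cut at about 23% in these data, passing the limit was not always enough; inconclusive = conflicting primary data, or primary hits not chosen for dose response; inactive = low primary inhibition, or under 50% at every dose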;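 also: plate controls were DMSO full reaction for no effect and no enzyme background for full effect; strong numbers were not always called active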
* = called active by the depositor; i = inactive; ? = inconclusive; . = no result given.

SMILES	Siah-1 displacement	Yfh1-depleted yeast	PMI inhibition	XIAP displacement	CSM14.1 death rescue	Salmonella PhoP GFP	P. falciparum M17LAP	West Nile antiviral	M1AAP inhibition
O=C1CCc2cc(S(=O)(=O)N3CCC(C(=O)NC4CCCc5ccccc54)CC3)ccc2N1 (stereo unspecified)	-1%	i	10%	-8.8%	2.3%	6%	9%	-1.2%	-2%
COc1ccc(OC)c(C(=O)c2coc3ccc(O)cc23)c1	1%	i	14%	-5.8%	-2.1%	4%	4%	-0.2%	6%
CN1CCN(C2CC(=O)N(Cc3ccc(N4CCCC4=O)cc3)C2=O)CC1 (stereo unspecified)	1%	i	3%	-2.7%	-0.8%	-1%	0%	0.5%	-4%
O=C(CCCCCNC(=S)Nc1ccc(Cl)cc1)C[N+](=O)[O-]	7%	i	-13%	-2.3%	-0.6%	-1%	3%	-0.4%	3%
N#Cc1ccccc1OCC(=O)N1CCc2ccccc2C1	11%	i	-8%	-8.3%	4.3%	-9%	3%	-0.7%	-1%
COc1cc(C(=O)Nc2nncs2)cc(OC)c1OC	-2%	i	-4%	-5.3%	1.0%	-1%	-9%	-0.1%	-10%
CCn1cc(C(=O)Nc2cccc(C(=O)OC)c2)c(=O)c2ccc(C)nc21	-3%	i	-6%	-2.3%	-3.1%	.	.	-0.2%	.
CS(=O)(=O)Nc1ccccc1C(=O)c1ccccc1	1%	i	-4%	0.7%	-0.2%	16%	-6%	-0.2%	0%
CN(C)CCNc1c2c(nc3nnnn13)CCCC2	6%	i	0%	-5.8%	-0.6%	0%	5%	-0.2%	5%
CN(C)C(=O)CSC1c2ccccc2C(=O)N1c1ccccc1 (stereo unspecified)	1%	i	0%	-6.1%	-0.5%	1%	15%	-0.1%	5%
CCCc1cc(-c2n[nH]c(=S)n2CC(C)C)cs1	-1%	i	10%	3.4%	-1.0%	13%	-10%	-0.5%	6%
Cc1ccc(NC(=O)CC2NCCNC2=O)cc1Cl (stereo unspecified)	-3%	i	-3%	-5.9%	-1.1%	0%	29%	-0.6%	-1%
COc1ccc(C(=O)/C=C/Nc2ccc([N+](=O)[O-])cc2)cc1	-3%	i	-10%	-17%	-1.9%	-7%	-4%	-0.4%	14%
COc1ccc(CNCC(O)(c2ccccc2)c2ccccc2)cc1OC	-4%	i	0%	-0.8%	-1.7%	2%	-2%	-1.6%	-2%
Cc1ccc(C)c(NC(=O)c2sc(Cl)nc2C)c1	8%	i	4%	-6.6%	0.1%	-16%	9%	-0.7%	4%
Cc1cc(C)c2ccc(C(=O)O)nc2c1O	-7%	i	20%	1.7%	3.2%	-8%	-5%	0.4%	?
CC(C)OCCCNC(=O)c1cc2c(=O)n(C)c3ccccc3c2n1C	-1%	i	6%	-16%	-0.8%	5%	2%	0.1%	7%
O=c1c2ccccc2[nH]c(=S)n1CCCN1CCOCC1	1%	i	5%	-1.3%	-4.0%	18%	11%	-0.3%	5%
Brc1ccc2nc(N3CCN(c4ccccc4)CC3)sc2c1	10%	i	-9%	-3.6%	0.5%	-5%	0%	0.7%	-4%
CCN(CC)C(=O)Nc1ccc(Br)cc1	-4%	i	11%	-3.6%	-0.7%	0%	2%	-0.5%	4%
COc1ccc(-c2cc(C(=O)Nc3cc(OC)cc(C(=O)Nc4cccc(C(F)(F)F)c4)c3)[nH]n2)cc1	10%	i	.	.	.	-8%	-9%	?	4%
CC(C)NC(=O)NS(=O)(=O)c1cnccc1NC1CC2CCC1C2 (stereo unspecified)	-4%	i	-6%	-7.9%	-2.6%	4%	35%	0.2%	-3%
CCOc1cc2[nH]c(=S)n(CCOC)c(=O)c2cc1OCC	1%	i	4%	-6.7%	-1.8%	9%	3%	-0.2%	6%
CNC(=O)c1ccccc1NC(=O)c1cccc(S(=O)(=O)N2CCCCC2)c1	6%	i	6%	-11%	-4.7%	-13%	-4%	-0.7%	3%
CCn1cc(C(=O)NC2CCCCCC2)c2cc(OC)c(OC)cc2c1=O	-3%	i	20%	-10%	.	-4%	-2%	0.0%	-1%
O=C(C1CCCO1)N1CCN(C(c2ccccc2)c2ccccc2)CC1 (stereo unspecified)	-1%	i	-12%	-12%	-0.9%	11%	-10%	-0.4%	0%
COc1ccc(/C=C/C(=O)NC(=S)N2CCN(c3ccccn3)CC2)cc1OC	-4%	i	48%	-5.2%	-1.2%	.	.	-1.2%	.
O=C(N1CCN(c2ccccc2F)CC1)C1(c2cccs2)CCOCC1	7%	i	-6%	-6.2%	-2.1%	17%	-8%	-0.5%	0%
NS(=O)(=O)c1ccc(N/C=C\C(=O)c2ccc3ccccc3c2)cc1	36%	i	-24%	-5.0%	1.3%	-9%	-13%	0.1%	3%
Brc1ccc(N=Cc2ccccn2)cc1	-1%	i	-10%	-13%	-3.6%	-1%	-5%	0.1%	-4%
COC(=O)CSc1nnc(-c2ccoc2C)n1-c1ccc(OC)cc1	0%	i	-1%	-7.6%	-0.3%	4%	13%	0.6%	0%
COc1ccc(C2C3=C(N=C4SCC(=O)N42)c2ccccc2CC3)cc1OC (stereo unspecified)	4%	i	34%	-5.1%	-0.1%	19%	3%	-0.4%	1%
COc1ccc(Cl)cc1NC(=S)N1CCN(S(C)(=O)=O)CC1	4%	i	.	.	.	-9%	-10%	-0.1%	5%
COc1ccc(N=C2S/C(=C\c3ccc(C)o3)C(=O)N2CC(C)C)cc1	-2%	i	-12%	-2.6%	-1.1%	0%	4%	0.1%	16%
Cc1ccsc1/C=C/c1ccc2ccccc2n1	5%	.	-13%	-2.5%	-3.3%	-4%	-13%	.	11%
CN(C)c1ccc(P(=O)(OCc2ccccc2)C(O)c2ccccc2F)cc1 (stereo unspecified)	-2%	i	.	.	.	-7%	8%	-1.1%	-1%
CCCn1cc(SCC(=O)NCc2ccco2)c2ccccc21	4%	i	19%	0.5%	-0.9%	-10%	-1%	.	12%
COc1ccc(NC(=O)c2cccs2)cn1	2%	i	.	.	.	2%	1%	0.0%	-3%
O=C(COc1ccc(-c2ccccc2)cc1)N/N=C/c1ccccc1Br	-3%	i	0%	-0.8%	-1.1%	-4%	10%	-0.6%	0%
CCN(CC)c1ccc(/C=N/Nc2nc(C)cc(=O)[nH]2)cc1	3%	.	14%	-25%	-0.2%	12%	14%	.	14%
COC(=O)c1ccc(NC(=O)CN2C(=O)CCC2=O)cc1	-4%	i	-7%	-0.7%	-1.1%	-11%	4%	-0.9%	-7%
Cc1cc(C)cc(OCC(=O)NN2Cc3ccccc3C2=N)c1	-4%	i	-10%	-5.2%	-1.3%	-1%	20%	0.2%	-7%
COc1cc(NC(=S)NC2CC(C)(C)NC(C)(C)C2)cc(OC)c1	7%	i	.	-4.0%	-0.8%	-7%	5%	-0.3%	4%
C(=N\Nc1nc(N2CCOCC2)nc(N2CCOCC2)n1)/c1ccco1	13%	i	.	-0.9%	1.8%	4%	11%	-0.5%	-1%
COC(=O)c1cn(C(=O)c2ccccc2Cl)c2ccccc12	-3%	i	4%	2.0%	-2.1%	8%	0%	-0.4%	-2%
COc1ccc(C(=O)NN/C(=N/S(=O)(=O)c2ccc(C)cc2)c2ccccc2)cc1	7%	i	.	.	.	-5%	-11%	0.2%	6%
CCC(=O)N(CCC1(C(C)C)CCOC(C)(C)C1)Cc1ccco1 (stereo unspecified)	0%	i	6%	-2.5%	1.0%	-2%	11%	-0.4%	3%
CCCOC(=O)Nc1ccc(S(=O)(=O)Nc2ncccn2)cc1	5%	i	.	.	.	-2%	12%	0.1%	6%
O=C(O)/C=C/C(=O)NCCC1=CCCCC1	13%	i	-12%	-1.8%	-0.3%	1%	18%	.	-1%
O=C(CN1CCOCC1)Nc1cccc(C(=O)Nc2cccc(C(F)(F)F)c2)c1	-1%	i	6%	-0.5%	-2.9%	0%	2%	-2.0%	3%
NC(=O)COC(=O)CN1C(=O)C2CCCCC2C1=O (stereo unspecified)	4%	i	1%	-2.5%	-0.7%	8%	2%	-0.6%	4%
OC1(c2ccc(F)cc2)CCN(Cc2ccccc2)C1 (stereo unspecified)	2%	i	-7%	-1.5%	-2.1%	2%	-2%	-0.7%	3%
Cc1ccc(S(=O)(=O)NCCCCCC(=O)Nc2nccs2)cc1	-4%	i	0%	-5.1%	-0.3%	-3%	-4%	0.7%	1%
CC(C)n1c(O)c(N=NC(=O)c2ccccc2NS(=O)(=O)c2cccs2)c2ccccc21	2%	i	-7%	-7.0%	0.9%	4%	-1%	0.5%	7%
Cc1nnc(NC(=O)c2ccc(S(=O)(=O)N3CCCCCC3)cc2)o1	-1%	i	5%	0.2%	-2.0%	-5%	1%	-0.9%	-7%
CCOC(=O)CSc1nc2cc(C(=O)NCc3ccco3)ccc2c(=O)n1C1CCCCC1	6%	i	5%	1.8%	.	-14%	1%	0.4%	5%
CCOC(=O)c1cn(-c2ccccc2)nc1-c1cccnc1	2%	i	2%	2.2%	1.6%	-4%	-5%	0.4%	2%
COc1ccc(C2C(C(=O)NCCN(C)C)c3cc(OC)c(OC)cc3C(=O)N2C)cc1OC (stereo unspecified)	4%	i	2%	-5.3%	-1.9%	-5%	3%	0.6%	13%
Cc1ccc(NC(=O)COC(=O)c2ccccc2-c2nc3ccccc3s2)c(C)c1	7%	i	8%	-1.5%	-2.3%	-6%	4%	-1.1%	-2%
CCOC(=O)N1CCN(C(=O)c2ccc3c(=O)n(-c4cc(OC)ccc4OC)c(=S)[nH]c3c2)CC1	2%	i	14%	-12%	0.0%	-6%	-1%	0.9%	3%
(next part)
SMILES	Siah-1 displacement	Yfh1-depleted yeast	PMI inhibition	XIAP displacement	CSM14.1 death rescue	Salmonella PhoP GFP	P. falciparum M17LAP	West Nile antiviral	M1AAP inhibition
O=S(=O)(c1ccc(Cl)cc1)N1CCN(c2ccc(N3CCOCC3)nn2)CC1	0%	i	-3%	3.7%	2.8%	-11%	2%	?	4%
COc1ccc(C2/C(=C(\O)c3cccc(OC)c3)C(=O)C(=O)N2c2ccccn2)cc1 (stereo unspecified)	-3%	i	-10%	-5.6%	-2.4%	1%	26%	0.6%	10%
O=C(O)c1ccc2ncsc2c1	-3%	i	.	.	.	1%	6%	0.3%	4%
Cc1csc(-c2cnn(-c3ccccc3)c2NC(=O)c2ccc(C(F)(F)F)cc2)n1	-1%	i	13%	-3.8%	-0.6%	-1%	0%	-0.3%	1%
C=C1C(=O)[C@@]23[C@H](O)C[C@@H]4C(C)(C)CC[C@H](O)[C@]4(C)[C@@H]2C[C@H](O)[C@@H]1[C@H]3O	-1%	i	52%*	-16%	2.5%	9%	-4%	12%	7%
Brc1ccc(N=C(c2ccccc2)c2ccncc2)cc1	-3%	i	-4%	-4.1%	-2.9%	-23%	-1%	0.1%	-3%
Oc1[nH]c2ccccc2c1OCc1ccncc1	1%	i	2%	-2.6%	-1.3%	4%	3%	0.2%	3%
